Source: PubChem BioAssay
HIF-2a inh: HIF-2a reporter inhibitors, primary screen, luminescence, 786-0 RCC cells; 786-0 RCC cells HIF-2a reporter, luciferase luminescence, overnight; inhibition, % at 18.8 µM; actives 0.72% (n = 360,000);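 active = inhibition of the luminescence signal of 40% or more relative to plate controls, in a single-dose primary screen at 18.75 µM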
C8 TRAIL sens: viability loss with TRAIL in NB7+C8 cells, primary screen, TRAIL sensitizer project, cell-based, ATPlite luminescence; AID 624354, 2012; actives 1% (n = 360,000); inhibition (viability loss, TRAIL sensitization), % at 10 µM;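 active = compounds causing at least 50% loss of cell viability in the single-dose screen, relative to plate controls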
KKLEB tox: cytotoxicity in KKLEB CF airway cells, primary screen, cytotoxicity control for CF NF-kB inhibitor project, cell-based, uHTS, fluorescence assay plates; KKLEB CF airway cells viability, ATPlite luminescence, overnight; hits give low values; cells stimulated with P. aeruginosa culture filtrate; activity change (cytotoxicity), % at 5 µM; actives 0.36% (n = 360,000); AID 602141, 2011;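 active = corrected activity change at or below -50% at 5 µM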
NR2E3 ag-1: NR2E3 agonists in two-hybrid cells, primary screen, cell-based, luminescence, CHO-S, Gal4-NCOR/VP16-NR2E3; AID 602229, 2012; luciferase; inhibition of corepressor binding, % at 3.98 µM; Photoreceptor-specific nuclear receptor (Homo sapiens), Q9Y5X4; actives 0.35% (n = 360,000);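 active = inhibition above the mean of all tested compounds plus 3 SD, cut at about 70% in these data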;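 note: 0% = DMSO with NR2E3 transfected cells and 100% = cells lacking NR2E3 construct; higher means lower luciferase signal from less NR2E3 corepressor binding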
Target sequence (Q9Y5X4 whole entry, looked up, the tested form may be a part): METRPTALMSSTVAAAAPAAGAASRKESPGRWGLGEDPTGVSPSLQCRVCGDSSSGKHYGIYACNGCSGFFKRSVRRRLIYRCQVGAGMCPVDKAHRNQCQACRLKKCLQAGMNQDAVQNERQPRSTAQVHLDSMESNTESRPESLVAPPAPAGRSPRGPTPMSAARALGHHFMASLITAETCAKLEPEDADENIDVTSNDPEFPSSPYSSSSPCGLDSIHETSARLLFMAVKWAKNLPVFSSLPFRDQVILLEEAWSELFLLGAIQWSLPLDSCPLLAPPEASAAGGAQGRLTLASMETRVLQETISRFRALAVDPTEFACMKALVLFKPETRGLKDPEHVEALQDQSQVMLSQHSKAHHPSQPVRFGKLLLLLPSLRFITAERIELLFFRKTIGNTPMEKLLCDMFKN
NR2E3 ag-2: inhibitors of NR2E3-RetCOR corepressor binding, primary screen, NR2E3 agonist project, biochemical, TR-FRET, GST-NR2E3, biotin-RetCOR; 1536-well; inhibition of corepressor binding, % at 4.78 µM; actives 0.12% (n = 320,000); AID 2300, 2010;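 active = percent inhibition above the cutoff of mean plus 3 SD of all tested compounds, set per screening campaign, cut at about 20% in these data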;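 note: 0% = DMSO wells and 100% = biotin wells as full block of FRET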
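System: GST-tagged NR2E3 plus biotinylated RetCOR corepressor; Amount: 1.35 nM GST-tagged NR2E3 final; Dosing: single nominal compound dose of 4.8 µM; Schedule: 5 h incubation at 4 °C; Technique: TR-FRET with europium anti-GST and streptavidin-D2, 340 nm excitation; Controls: biotin wells as high control, 0.6% DMSO wells as low control.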
TRPM1 prom inh: inhibitors of MITF-dependent TRPM1 promoter reporter, primary screen, cell-based, SK-MEL-5, single point, luciferase | actives 0.83% (n = 330,000) | SK-MEL-5 TRPM1 promoter luciferase, 24 h | inhibition, % at 12.5 µM;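 active = mean inhibition across replicates of 60% or more, whatever share of single replicates reaches that level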; note: values of inactives mirror those of a sister screen read the other way
iPSC survival up: enhancers of single-cell hiPSC survival, primary screen, ATPlite luminescence; survival enhancement, % at 20 µM; AID 602274, 2012; actives 0.044% (n = 360,000); 100% = ROCK inhibitor wells, 0% = DMSO; in the data active = survival enhancement above about 18%;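 note: cells exposed to compounds for 16 hours before the ATP read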
Peg3 prom inh: Peg3 promoter-driven luciferase inhibitors, primary screen, cell-based, HeLa, luciferase luminescence; HeLa PEG-Prom luciferase reporter, overnight; inhibition, % at 20 µM; actives 1.7% (n = 360,000); AID 588405, 2011;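 active = inhibition of at least 50% at 20 µM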
EBV LMP1 NFkB: EBV LMP1-driven NF-kappaB luciferase reporter inhibitors, primary screen, cell-based, luminescence, single point | LMP1-induced NF-kappaB luciferase reporter cells | inhibition, % at 12.5 µM | actives 0.69% (n = 350,000) | AID 504558, 2011; in the data active = inhibition above about 41%;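 note: 0% = neutral control wells and 100% = reference inhibitor control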
CF NFkB inh: inhibitors of PAF-induced NF-kB signaling, primary screen, cell-based, GFP fluorescence, uHTS | AID 588850, 2011 | actives 0.86% (n = 360,000) | KKLEB NF-kB-GFP reporter, GFP fluorescence overnight | inhibition, % at 5 µM;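 active = at least 50% inhibition at 5 µM, scaled per plate between neutral and stimulator controls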;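 note: PAF is a Pseudomonas aeruginosa culture filtrate used as stimulus; plate controls were PAF-stimulated DMSO wells for no effect and unstimulated DMSO wells for full effect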
Shn3 3UTR inh: reduction of Shn3 3'UTR firefly luciferase signal, primary screen, Schnurri-3 inhibitor project, cell-based, Clone20 osteoblasts, set 2. inhibition, % at 12.5 µM. actives 0.52% (n = 360,000). Clone20 osteoblast Shn3 3'UTR firefly luciferase, 24 h;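 active = mean inhibition of at least 75% with every replicate also reaching 75%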;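 note: 0% = median of neutral control wells and 100% = pilot-screen positive control compound; some compounds past the cut are filed as inactive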
Starred values were filed as active, the others as inactive; · = no result given. A portion of the library, so the mix of outcomes need not match the whole.

The line under a structure holds: HIF-2a inh, C8 TRAIL sens, KKLEB tox, NR2E3 ag-1, NR2E3 ag-2, TRPM1 prom inh, iPSC survival up, Peg3 prom inh, EBV LMP1 NFkB, CF NFkB inh, Shn3 3UTR inh
C/C(=N\OC(=O)c1ccc(C)cc1)c1c(C)nc2cc(C)ccn12
    9, -3, -3, 8, -1, 0, -2.0, 1, 1, 8, 3
C/C(=N\Nc1cc(C)nc(NCc2ccccc2)n1)c1cccc([N+](=O)[O-])c1
    -51, 13, -13, 4, -3, -15, -0.2, -5, 0, 2, 22
CN(C)S(=O)(=O)c1cccc(NC(=O)c2ccc3c(c2)S(=O)(=O)N=C2CCCCCN23)c1
    -1, 9, 5, 12, 0, 9, 0.0, -3, 4, -4, -64
O=C1CCc2cc(S(=O)(=O)N3CCC(C(=O)NC4CCCc5ccccc54)CC3)ccc2N1 (centres undefined)
    4, -1, 5, 6, 5, 10, 2.3, -8, 8, -6, -4
CCc1ccccc1NC(=O)N1CCCC(CCC(=O)N(C)CCc2ccccn2)C1 (centres undefined)
    10, 19, -3, -8, 1, 3, -0.2, 19, -5, -1, 1
O=C(O)CCNC(=O)CCCn1nnc2ccccc2c1=O
    10, 2, -9, -15, 5, 5, 0.7, -4, 8, 1, 10
O=C(Nc1ccncc1)c1ccc(NS(=O)(=O)c2cccc(F)c2)cc1
    18, 15, -21, -3, -3, -5, -1.8, 25, 8, 28, 12
CN(C)c1nc(C(=O)Nc2ccccc2)nc(N(C)C)n1
    15, -9, 5, -10, 2, 13, -2.1, 6, 12, -3, -7
CCOC(=O)c1cc2nc(OCC)nc(OCC)c2[nH]1
    -6, -5, -1, 12, ·, -10, -0.7, -3, 2, 15, -10
CC(=O)c1ccc(N2CCN(C(=O)c3c(-c4ccccc4Cl)noc3C)CC2)cc1
    18, 7, 4, 6, 1, 12, 0.1, 15, 2, -2, 47
O=C(Nc1cc2c(cc1Cl)OCCCO2)c1ccc(F)cc1
    -279, 13, 9, -96, -2, -76, 0.2, -284, -19, 6, -128
CC(C)CCNC(=O)C1CCN(Cc2cccc(OCc3ccccc3)c2)CC1
    -4, 2, 8, -14, 2, -1, -0.9, -2, -5, 10, 34
CCNC(=O)C1CCCN(C(=O)c2ccc(OC)cc2OC)CC1 (centres undefined)
    11, -2, 16, -8, ·, ·, -0.8, -3, ·, -9, -18
Cc1csc2c(N3CCN(C(=O)Nc4ccc(Cl)c(Cl)c4)CC3)ncnc12
    16, 0, -10, 81*, 3, 7, 1.3, 6, 14, -9, ·
C/C(Cn1cnc([N+](=O)[O-])n1)=N\NC(=O)c1ccccc1F
    5, -9, 6, -54, -2, -12, -3.0, -6, -3, -8, 0
COc1cc(OC)cc(-c2c(C#Cc3ccsc3)c3cc(-c4ccc(OC)c(OC)c4)ccc3n2C)c1
    1, 14, 11, -31, ·, 5, 5.5, -10, -26, 3, -12
Cc1cc(NC(=O)Cn2nnc3sc4c(c3c2=O)CCC(C(C)(C)C)C4)no1 (centres undefined)
    -10, 15, 5, -4, 1, -6, 0.9, -3, 4, 7, 11
Cc1ccc(-n2c(SCC(N)=O)nnc2-c2ccccn2)cc1
    2, 17, -8, -14, 2, 4, -4.0, 5, -5, -10, -5
CCCCCCC(C)n1cc(C(C)=O)c(=O)[nH]c1=O (centres undefined)
    13, -15, 4, -4, 1, 12, 2.9, -3, 5, -14, -2
CC(C)(C)CC(=O)O/N=C(\N)c1ccccn1
    22, 36, 7, -133, -2, 32, -1.2, -13, 17, 1, -10
CC1CC(C)(C)CC(=O)C1C(=O)c1ccccc1 (centres undefined)
    16, 5, 8, -20, 5, 3, 0.8, -4, 3, -8, -1

Entries of single compounds as entered above. Values in the order: HIF-2a inh | C8 TRAIL sens | KKLEB tox | NR2E3 ag-1 | NR2E3 ag-2 | TRPM1 prom inh | iPSC survival up | Peg3 prom inh | EBV LMP1 NFkB | CF NFkB inh | Shn3 3UTR inh
`O=C(Nc1ccncc1)c1ccc(NS(=O)(=O)c2cccc(F)c2)cc1` in the list: 18 | 15 | -21 | -3 | -3 | -5 | -1.8 | 25 | 8 | 28 | 12
`C/C(=N\Nc1cc(C)nc(NCc2ccccc2)n1)c1cccc([N+](=O)[O-])c1` in the list: -51 | 13 | -13 | 4 | -3 | -15 | -0.2 | -5 | 0 | 2 | 22
`O=C(Nc1cc2c(cc1Cl)OCCCO2)c1ccc(F)cc1` in the list: -279 | 13 | 9 | -96 | -2 | -76 | 0.2 | -284 | -19 | 6 | -128
`Cc1ccc(-n2c(SCC(N)=O)nnc2-c2ccccn2)cc1` in the list: 2 | 17 | -8 | -14 | 2 | 4 | -4.0 | 5 | -5 | -10 | -5
`CC(C)CCNC(=O)C1CCN(Cc2cccc(OCc3ccccc3)c2)CC1` in the list: -4 | 2 | 8 | -14 | 2 | -1 | -0.9 | -2 | -5 | 10 | 34
